High-throughput results from PubChem.
Wnt act: Wnt/beta-catenin pathway activation | 300,000 compounds, 1.2% hits | AID 743398 | Wnt/beta-catenin reporter cell assay, activator, plate reader | activation, % at 9.35 µM; in the data active = activation above about 30%, passing the limit was not always enough; inconclusive = no clear call, values can overlap the other calls;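 also: 0% = neutral control wells and 100% = positive control wells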
DAGLB inh: diacylglycerol lipase beta (human) inhibition | Q8NCG7 | HEK293T DAGLB membrane lysate, EnzChek fluorogenic substrate | inhibition, % at 5.17 µM | 340,000 compounds, 0.059% hits | AID 504411; in the data active = inhibition above about 34%;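 also: 0% = enzyme with vehicle and 100% = wells lacking enzyme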
Target sequence (Q8NCG7 whole entry, looked up): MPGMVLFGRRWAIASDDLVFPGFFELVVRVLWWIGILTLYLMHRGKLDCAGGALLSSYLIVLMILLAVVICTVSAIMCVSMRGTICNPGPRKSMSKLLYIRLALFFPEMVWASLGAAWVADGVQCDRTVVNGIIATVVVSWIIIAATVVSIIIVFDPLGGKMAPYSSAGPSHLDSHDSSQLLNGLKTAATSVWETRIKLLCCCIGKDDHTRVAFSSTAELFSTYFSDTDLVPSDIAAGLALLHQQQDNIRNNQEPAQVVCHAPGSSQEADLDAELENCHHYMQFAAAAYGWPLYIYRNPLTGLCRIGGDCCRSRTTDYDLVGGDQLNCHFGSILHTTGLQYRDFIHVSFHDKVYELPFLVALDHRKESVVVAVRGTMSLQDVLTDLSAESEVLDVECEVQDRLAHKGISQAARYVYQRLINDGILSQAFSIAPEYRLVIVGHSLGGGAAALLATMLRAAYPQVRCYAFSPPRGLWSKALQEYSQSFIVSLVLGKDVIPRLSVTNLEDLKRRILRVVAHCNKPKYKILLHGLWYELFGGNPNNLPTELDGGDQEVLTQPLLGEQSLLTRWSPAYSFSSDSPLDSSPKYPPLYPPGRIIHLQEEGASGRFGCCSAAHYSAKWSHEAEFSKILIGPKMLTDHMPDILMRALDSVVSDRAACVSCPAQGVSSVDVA
Ecoli viability: counter-screen for AddAB inhibitors: E. coli growth inhibition; E. coli V3065 growth, OD600 absorbance, 18 h; inhibition, % at 11.9 µM; 330,000 compounds, 0.27% hits; AID 449728;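 active = inhibition above the campaign's mean inhibition across all tested compounds plus 3 SD, cut at about 9.9% in these data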;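 also: uninfected addAB+ strain grown without phage in ampicillin broth; 0% = DMSO wells and 100% = ciprofloxacin 0.95 µg/ml wells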
AddAB inh: less growth of phage-infected E. coli with AddAB; E. coli expressing H. pylori AddAB, absorbance growth; inhibition, % at 11.9 µM; 330,000 compounds, 0.29% hits; in the data active = inhibition above about 12%;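 also: 0% = vehicle wells of infected cells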
PvdQ inh: P. aeruginosa PvdQ acylase inhibition; AID 488965; 340,000 compounds, 0.063% hits; inhibition, % at 10 µM; purified PvdQ acylase, fluorescence plate reader; in the data active = inhibition above about 30%, passing the limit was not always enough; inconclusive = no clear call, values can overlap the other calls;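 also: 0% = vehicle neutral wells and 100% = reference inhibitor wells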
CAL PDZ inh: inhibitors of human CAL PDZ peptide binding; purified CAL PDZ, TMR-peptide fluorescence polarization, 1 h; inhibition, % at 20 µM; 330,000 compounds, 0.02% hits;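 active = highest replicate inhibition of at least 40%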;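 also: plate controls were DMSO neutral control wells for no effect and unlabeled competitor peptide control wells for full effect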
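System: purified tagged CAL PDZ domain construct (CerCALP). Schedule: 1 h incubation at room temperature before polarization reading. Medium: 25 mM sodium phosphate pH 7.4, 150 mM NaCl, TCEP, IgG, Thesit. Read-out: percent inhibition from loss of millipolarization. Measured by: FP readout, S and P plane fluorescence. Probe or stimulus: fluorescent TMR peptide probe.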
Tat export inh: E. coli Tat transport inhibition | E. coli MC4100 TorA-mCherry Tat export, fluorescence | inhibition, % at 10 µM | 340,000 compounds, 0.036% hits | AID 488895;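 active = mean replicate inhibition at least 50% and at least half of replicates individually reaching 50%; inconclusive = only one of the two criteria met; inactive = neither criterion met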;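 also: exported cargo escapes ClpAP degradation while cytoplasmic cargo is degraded and loses fluorescence; 0% = median of neutral control wells and 100% = median of NaSCN control wells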
Rtt109 Vps75: C. albicans Rtt109 histone acetyltransferase inhibition; inhibition, % at 34.9 µM; Q5AAJ8; 330,000 compounds, 0.16% hits; purified Rtt109/Vps75, ThioGlo CoA-SH fluorescence, 4 h;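 active = inhibition of at least 50% in every replicate; inconclusive = best replicate reaches 50% inhibition but some replicates fall short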
PfHsp90 yeast 2: growth inhibition of yeast expressing Plasmodium Hsp90 | S. cerevisiae expressing PfHsp90, BacTiter-Glo ATP, 48 h; yeast lacking PDR1 and PDR3 efflux regulators | inhibition, % at 9.4 µM | 310,000 compounds, 0.32% hits;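 active = every replicate shows inhibition above about 80%, whatever the replicate mean, limit read from the data; inconclusive = mean inhibition reaches the set limit but some replicate falls short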;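 also: 0% = DMSO neutral controls and 100% = 20 µM radicicol positive controls; yeast relying on Plasmodium falciparum Hsp90 in place of its own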
phage Ecoli inh: E. coli growth loss with phage present | growth absorbance | inhibition, % at 11.9 µM | 360,000 compounds, 0.26% hits | AID 651602; in the data active = inhibition above about 11%
An asterisk follows results filed as active; ? = inconclusive; · = not tested or not shown; & = joins results of further samples. An excerpt (hit frequency here may not be typical).

structure,Wnt act,DAGLB inh,Ecoli viability,AddAB inh,PvdQ inh,CAL PDZ inh,Tat export inh,Rtt109 Vps75,PfHsp90 yeast 2,phage Ecoli inh
Cc1ccc(-c2cc(C(F)F)n3ncc(C(=O)N4CCC5(CC4)OCCO5)c3n2)cc1,-2,2,3.1,0.6,-9,-0.8,1,8,6,3.0
C=CCN1C(=O)/C(=C\c2ccc(N3CCOCC3)o2)C(=O)NC1=S,-3,-1,-0.6,3.1,-7,-1.0,-4,2,4,3.5
CCOC(=O)C1C(OC(=O)c2ccccc2)CC2CCC1N2C (stereo not given),0,3,·,·,-6,-5.1,-13,-3,·,1.0
CC(C)CCC1(CN2CCCC2=O)C(=O)NC(=O)NC1=O,-2,-2,0.0,1.5,-6,-0.3,0,-4,-6,0.4
COc1ccc(/C=C/C2=CCN(C)CC2)cc1,1,-1,2.3,1.9,8,-1.3,-3,6,-11,7.0
COC(=O)C1=C(c2ccc(F)cc2OCc2ccccc2)C[C@@H]2CC[C@H]1N2C(=O)NCc1ccccc1OC,-2,-9,-0.2,0.3,1,0.3,13,-1,-54,2.2
Cc1cccc(NC(=O)N2C[C@H]3C[C@@H](C2)c2cccc(=O)n2C3)c1,0,-1,1.0,1.5,-2,0.6,-2,5,4,1.5
CCCCCC1(C(C)C)C(=O)NC(=S)NC1=O,-2,-1,·,·,-14,0.0,3,4,12,0.5
COC(=O)C1=C(c2ccccc2)C[C@@H]2CC[C@H]1N2C(=O)NCCO,1,-1,0.3,0.8,4,-1.4,8,9,-2,1.8
COC(=O)C1=C(c2ccc(S(C)(=O)=O)cc2)C[C@@H]2CC[C@H]1N2C(=O)NC1CCCCC1,-4,1,-0.7,3.2,-16,-1.7,-8,-5,-7,3.0
CN1C(=O)N(C)C(=O)C(CCc2ccccn2)(CCc2ccccn2)C1=O,-5,0,-1.4,0.5,-11,-0.1,-7,-10,0,4.1
CC(C)Oc1ccc(CC2(CCc3ccncc3)C(=O)NC(=O)NC2=O)cc1,-4,0,-0.6,-0.5,-10,-1.6,-3,0,-15,1.3
CCCCC/C(=N/O)c1c(C)[nH]c2ccccc12,-2,-1,0.1,1.1,-11,1.0,7,-5,-25,4.5
Cc1cc2oc(=O)cc(-c3cc4ccccc4o3)c2cc1OC(=O)N(C)C,-3,-4,-2.5,-2.5,-3,-0.9,-6,4,-4,2.9
Cc1cc(/C=C2/C(=O)NC(=O)N(C)C2=O)c(C)n1-c1ccccc1,-1,1,2.3,1.0,3,-0.3,-12,2,-4,-1.4
COc1cc(C2(C#N)CCN(C)CC2)cc(OC)c1OC,0,1,·,·,0,0.0,14,-4,7,1.6
COc1cccc(-n2nc(C(=O)N3CCC4(CC3)OCCO4)c3ccccc3c2=O)c1,·,-3,-0.7,2.5,-33,-0.7,-3,3,9,2.7
O=c1[nH]cc(COCC(F)(F)C(F)(F)C(F)(F)F)c(=O)[nH]1,0,-1,2.0,3.0,-8,-2.6,1,-1,6,5.0
CCOP(=S)(OCC)Oc1nc(Cl)c(Cl)cc1Cl,-2,-4,-0.2,-0.7,-13,0.1,0,-4,-11,1.2
CCCCn1c(=O)c(C(=O)Nc2ccccc2S(N)(=O)=O)c(O)c2ccccc21,·,4,4.9,3.8,-20,-1.0,14,1,1,10
CSC(=Nc1ccccc1)c1c(O)n(C)c(=O)n(C)c1=O,·,-1,-2.0,-2.9,-6,-1.9,-3,5,8,-0.1
CC(NC(=O)Oc1ccccc1)C(c1cccs1)N1CCOCC1 (stereo not given),0,0,1.4,-1.2,4,-0.6,4,-22,25,4.4
CNCC(O)c1ccc(O)cc1 (stereo not given),-1,·,2.3,-2.2,·,·,·,·,·,1.9
CN(C)C1(CNC(=O)c2ccc(Cl)c(S(=O)(=O)NCc3ccco3)c2)CCCCC1,0,2,-3.5,0.0,-5,-1.5,8,-10,-4,2.6
O=C1C(=O)c2ccccc2-c2ccccc21,-24,-32,3.9,3.8,0&-13,1.4,-6&-19,1&-2,?,8.3
COC(=O)c1ccccc1N=Cc1c(O)[nH]c(=S)[nH]c1=O,0,-1,-0.3,4.1,-15,-0.3,-5,-1,-26,1.6
O=C(c1cccc(N2CCCC2=O)c1)N1CCC2(CC1)OCCO2,·,-3,1.7,0.8,-12,-2.9,4,-2,6,3.6
CCCCOc1ccc(CCN)cc1Cl,1,0,0.8,1.9,-28,-0.5,2,2,-10,6.7
O=C(NC1(C(F)(F)F)Oc2ccc(Cl)cc2O1)N1CCC2(CC1)OCCO2 (stereo not given),·,3,-0.9,0.8,-9,-2.0,0,-3,32,-0.8
O=c1[nH]c(O)c(C=NC2CCCCC2)c(=O)[nH]1,-1,-1,-2.7,0.1,-12,-0.4,6,-2,13,2.9
O=C(c1ccc(F)cc1)C(Cc1ccccc1)N1CCCCC1 (stereo not given),0,1,0.6,2.4,3,-1.7,-5,8,-7,1.8
O=c1[nH]c(O)c(Cc2ccc3c(c2)OCO3)c(=O)[nH]1,8,3,6.0,5.7,0,-3.1,-2,-3,9,-1.2
O=c1[nH]c(O)c(C=Nc2cc(F)cc(F)c2)c(=O)[nH]1,-2,-2,-3.5,2.3,11,-0.9,1,9,10,-0.4
COc1ccc(CC2c3cc(OC)c(OC)cc3CCN2C)cc1O (stereo not given),2,1,1.0,2.5,10,0.0,-7,-2,-7,-0.6
CC1CCCCN1Cc1ccc(Cl)nc1 (stereo not given),-2,2,2.5,1.3,-10,-1.2,-7,4,-16,3.5
C=CCC1(CCCCC)C(=O)NC(=S)NC1=O,-4,1,·,·,-7,-0.8,-8,-5,-6,2.3
Cc1ccc(-n2c(O)c(/C=C/C=Nc3ccccc3)c(=O)[nH]c2=O)cc1,0,-20,1.3,3.4,-5,0.8,-6,1,1,1.5
Cc1cc(OC(C)C(=O)NCc2ccncc2)c2c3c(c(=O)oc2c1)CCCC3 (stereo not given),0,2,-1.4,4.8,7,-2.6,-7,8,-1,-0.7
O=P(NS(=O)(=O)c1ccc(Cl)cc1)(Oc1ccccc1)Oc1ccccc1,·,14,0.7,2.0,-20,-3.0,3,-7,3,2.1
COc1ccccc1N1CCN(Cc2c(F)cccc2Cl)CC1,1,-5,-0.7,-1.1,-9,-0.3,3,0,-16,2.4

Following part:
structure,Wnt act,DAGLB inh,Ecoli viability,AddAB inh,PvdQ inh,CAL PDZ inh,Tat export inh,Rtt109 Vps75,PfHsp90 yeast 2,phage Ecoli inh
O=C1NC(=O)N(c2ccc3c(c2)OCO3)C(=O)/C1=C/c1ccc(N2CCCC2)o1,-1,-10,-1.6,2.8,-15,1.1,-3,-2,2,1.6
CN(C)C(=O)Oc1ccc(Cl)c2ccccc12,·,-2,0.4,0.2,-2,-2.0,5,-3,·,2.7
C=CCn1c(O)c(C(C)=Nc2ccc(C(=O)OCC)cc2)c(=O)[nH]c1=O,0,-1,-0.2,-0.2,-15,-2.0,10,15,26,3.0
CC(CCc1ccccc1)NC(C)C(O)c1ccc(O)cc1 (stereo not given),-1,1,0.0,-2.4,-1,0.0,-4,11,11,5.2
OC(CN1CC=C(c2ccccc2)CC1)c1ccccc1 (stereo not given),3,9,3.0,2.4,-4,-1.2,1,-5,11,2.0
CCNc1ccc(P(=S)(N(C)C)N(C)C)cc1,1,2,0.1,2.1,3,-0.9,0,-8,0,·
CN1CCN(CCC(=O)OC2CC3CCC(C2)N3C)CC1 (stereo not given),-1,0,0.5,5.7,-6,-1.2,-2,7,12,0.8
COC(=O)C1=C(c2ccc(S(C)(=O)=O)cc2)C[C@@H]2CC[C@H]1N2C(=O)NC1CC1,4,-1,1.5,4.1,-6,1.3,-5,-16,-7,2.9
O=C(c1cccn2c(=O)c3ccccc3nc12)N1CCC2(CC1)OCCO2,·,-2,1.2,0.8,-11,0.3,2,-102,-9,0.7
CCOC(=O)c1ccc(N2C(=O)CC(N3CCC(C#N)(c4ccccc4)CC3)C2=O)cc1 (stereo not given),-5,-15,-1.3,-1.2,-8,-0.7,3,6,12,-1.4
C[N+]12CCC(CC1)C(C#N)(N1CCOCC1)C2 (stereo not given),·,-1,-0.2,0.3,2,0.4,-1,5,·,2.6
CC12CN3CC(C)(CN(C1)P3(=O)Oc1ccccc1)C2=O (stereo not given),·,3,1.4,1.4,-8,·,-17,-27,18,2.0
